# GPR151 activ: human GPR151 activation; PathHunter beta-arrestin GPR151 cells, luminescence; activation, % at 11.2 µM; Q8TDV0; 650,000 tested, 1% active; in the data active = activation above about 4.9%;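 note: 0% = median of compound wells and 100% = cells with positive control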
# Target sequence (Q8TDV0 whole entry, looked up): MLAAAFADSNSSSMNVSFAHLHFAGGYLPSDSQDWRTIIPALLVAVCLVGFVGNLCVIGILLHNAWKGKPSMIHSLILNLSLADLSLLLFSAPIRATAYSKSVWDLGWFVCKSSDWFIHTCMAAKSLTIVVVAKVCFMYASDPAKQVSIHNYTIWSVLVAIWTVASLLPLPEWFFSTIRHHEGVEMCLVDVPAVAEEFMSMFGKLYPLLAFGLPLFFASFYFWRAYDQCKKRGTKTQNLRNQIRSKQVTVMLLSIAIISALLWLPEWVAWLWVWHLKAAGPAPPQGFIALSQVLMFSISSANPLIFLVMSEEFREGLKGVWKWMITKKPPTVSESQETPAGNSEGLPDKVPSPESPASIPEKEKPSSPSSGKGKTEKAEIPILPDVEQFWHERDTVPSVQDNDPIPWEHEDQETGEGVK
# TEAD-YAP inh: TEAD-YAP interaction inhibition; AID 1259422; 640,000 tested, 1.4% active; inhibition, % at 9.12 µM; HEK-TIYL cells, TEAD-Gal4/YAP UAS-luciferase luminescence; in the data active = inhibition above about 32%;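 note: 0% = median of test compound wells and 100% = reference inhibitor wells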
# FBW7 act: human FBW7 E3 ligase activation, primary screen | normalized activity (activation), % at 26.1 µM | Q969H0 | 650,000 tested, 0.13% active | AlphaScreen FBW7–phospho-cyclin E peptide binding, activator screen | AID 1259310; in the data active = normalized activity above about 1.9%;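 note: purified mutant Fbw7 with reduced substrate affinity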
# MITF primary: blocks human microphthalmia-associated transcription factor; 650,000 tested, 0.91% active; AID 1259374; O75030; AlphaScreen MITF homodimerization, bead proximity signal; inhibition, % at 2.6 µM; in the data active = inhibition above about 50%;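 note: 0% = vehicle wells with protein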
# Target sequence (O75030 whole entry, looked up): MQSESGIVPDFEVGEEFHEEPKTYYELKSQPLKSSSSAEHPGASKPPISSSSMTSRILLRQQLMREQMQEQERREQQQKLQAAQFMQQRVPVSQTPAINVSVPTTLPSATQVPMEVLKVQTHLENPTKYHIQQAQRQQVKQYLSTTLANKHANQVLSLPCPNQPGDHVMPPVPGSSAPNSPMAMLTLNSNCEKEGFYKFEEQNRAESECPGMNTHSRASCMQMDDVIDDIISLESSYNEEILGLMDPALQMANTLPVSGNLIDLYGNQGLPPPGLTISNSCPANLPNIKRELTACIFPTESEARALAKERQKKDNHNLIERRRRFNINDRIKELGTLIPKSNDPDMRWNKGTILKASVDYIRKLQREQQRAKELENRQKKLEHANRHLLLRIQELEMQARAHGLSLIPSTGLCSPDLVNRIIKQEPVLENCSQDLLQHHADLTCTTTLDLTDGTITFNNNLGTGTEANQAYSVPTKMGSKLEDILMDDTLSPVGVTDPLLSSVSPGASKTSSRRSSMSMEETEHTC
# An asterisk follows results filed as active.
1: O=C(CNC(=O)C12CC3CC(CC(C3)C1)C2)NNC(=O)c1ccc2c(c1)OCO2
2: Cc1cccc(-c2nnc(SCC(=O)N3CCc4ccccc43)n2C)c1
3: Oc1ccc(Br)cc1-c1cc(-c2ccco2)[nH]n1
4: COC(=O)NC1(C(F)(F)F)C(=O)NC(C)=C1C(=O)OC (configuration not stated)
5: c1ccc(-c2[nH]ncc2CN2CCCC(c3ccn[nH]3)C2)cc1 (configuration not stated)
6: O=C(NC(=S)Nc1ccc(Cl)cc1)c1ccccc1
7: CC(=O)NC1(c2ccc(F)cc2)CCN(C(=O)C(C)C)CC1
8: COc1ccc(CCNc2cc(N3CCN(S(=O)(=O)c4ccc(Cl)cc4)CC3)ccc2[N+](=O)[O-])cc1OC
screen / no.	1	2	3	4	5	6	7	8
FBW7 act	0.2	0.0	-0.1	0.0	0.1	-0.1	-0.1	0.1
TEAD-YAP inh	1.7	4.4	-1.6	3.2	-6.9	2.4	-13.5	2.1
GPR151 activ	2.0	-0.5	0.5	0.1	2.5	-1.4	0.3	0.7
MITF primary	10.6	15.2	-15.9	-4.2	7.5	21.7	0.8	8.8

# Fetched by structure from the entries so far (2):
6: O=C(NC(=S)Nc1ccc(Cl)cc1)c1ccccc1
3: Oc1ccc(Br)cc1-c1cc(-c2ccco2)[nH]n1
screen / no.	6	3
FBW7 act	-0.1	-0.1
TEAD-YAP inh	2.4	-1.6
GPR151 activ	-1.4	0.5
MITF primary	21.7	-15.9

# Remaining list, next part
9: COc1ccc(N2C(=O)C3ON(c4ccccc4)C(c4ccc(F)cc4)C3C2=O)cc1 (configuration not stated)
10: O=C(Nc1ccccc1)NC1C=CS(=O)(=O)C1 (configuration not stated)
11: O=C1N(Cc2ccc(C(F)(F)F)nc2)c2cc([N+](=O)[O-])ccc2OC1(F)F
12: CCN(Cc1ccccc1)C(=O)CCc1nnc(C(OC)c2ccccc2)o1 (configuration not stated)
13: O=C1C2=C(NC(=S)NC2c2ccc([N+](=O)[O-])cc2)c2ccccc21 (configuration not stated)
14: COCc1nnc(NC(=O)CCS(=O)(=O)Cc2ccccc2)s1
15: O=C(Nc1cc(C(F)(F)F)ccc1N1CCOCC1)c1ccc(Cl)c([N+](=O)[O-])c1
16: Cc1nnc(SCC(=O)NCc2ccc(F)cc2)[nH]c1=O
screen / no.	9	10	11	12	13	14	15	16
FBW7 act	-0.1	-1.3	0.0	0.1	0.8	-0.2	0.1	0.8
TEAD-YAP inh	3.9	3.0	4.5	-32.9	10.0	7.6	-3.2	2.4
GPR151 activ	-0.1	0.2	-0.2	-0.7	-0.8	-0.4	-0.8	-2.1
MITF primary	-2.4	2.6	11.8	3.1	15.9	-0.2	21.6	10.5

17: COc1ccc(Cl)cc1NC(=O)c1sc2ncn(Cc3ccccc3Cl)c(=O)c2c1C
18: CC(Oc1ccccc1F)C(=O)NNC(=O)c1cc2ccccc2o1 (configuration not stated)
19: COc1ccc(/C=C(\C#N)C(=O)Nc2ccccc2O)cc1OC
20: O=[N+]([O-])c1ccc(NCCNCCO)cc1
21: Cc1cccc(C(=O)OCCCN(C)C)c1
22: Cc1ccc(SCc2cn3c(C)csc3n2)cc1
23: c1ccc(-c2csc3nc(CN4CCOCC4)nc(NCCc4ccccn4)c23)cc1
24: COc1ccc(OCC(=O)Nc2cccc(-c3nc4ccccc4s3)c2)cc1
screen / no.	17	18	19	20	21	22	23	24
FBW7 act	0.6	0.0	0.0	0.0	0.0	-0.1	0.2	0.1
TEAD-YAP inh	-9.4	-3.7	-8.7	-2.1	3.2	-6.6	1.6	-39.0
GPR151 activ	-0.3	-0.6	0.3	-0.2	-0.6	-3.7	-2.0	-5.4
MITF primary	-9.5	-9.8	1.0	-10.5	5.5	25.2	3.9	12.4

25: O=C(Cc1ccc(Br)cc1)NC1CCSC1=O (configuration not stated)
26: C=CCn1c(C)c(CN2CCc3c(nc(C)[nH]c3=O)C2)c2ccccc21
27: CC(=O)c1ccc(C(=O)N(CCCN(C)C)c2nc3c(F)cccc3s2)cc1
28: CCOC(=O)c1c(NC(=O)CSc2nnc(CNC(=O)c3cccc(F)c3)n2-c2ccc([N+](=O)[O-])cc2)sc2c1CCCCC2
29: N#Cc1ccc(C(=O)N2CCN(c3ccc(C(F)(F)F)cc3[N+](=O)[O-])CC2)c(F)c1
30: CN(CCO)c1nc(N)c2c(N)nc3c(c2c1C#N)CC(=O)N3C1CCCC1
31: COc1cc(CO)c(Br)cc1OCc1cccc(F)c1
32: CCc1cccc(OCC(=O)Nc2ccccc2C(=O)O)c1
screen / no.	25	26	27	28	29	30	31	32
FBW7 act	0.4	-0.3	0.3	-0.2	0.0	0.0	0.1	1.1
TEAD-YAP inh	0.9	-8.7	-11.4	-3.1	-3.0	4.1	-49.1	-26.9
GPR151 activ	0.6	2.3	0.0	5.5*	0.7	1.1	-1.2	-1.3
MITF primary	19.9	-7.4	-14.9	-1.0	8.2	-1.2	-4.2	8.9

33: Cc1cnc(C(=O)Nc2ccccc2C(=O)N2CCOCC2)cn1
34: CC(C)CCNC(=O)c1ccc(Cl)c(Cl)c1
35: CC(C)(C)C(=O)Nc1nnc(SCc2ccc(Cl)cc2Cl)s1
36: O=C(Nc1cccc(Oc2ccc3c(c2)C(=O)N(c2ccccc2)C3=O)c1)c1ccc([N+](=O)[O-])cc1
37: CCOC(=O)c1c(NC(=O)c2ccco2)sc(C(=O)N2CCCCC2)c1C
38: COc1ccc(/C(N)=N/OC(=O)c2ccccc2-c2ccccc2)cc1OC
39: CCN(c1cccc(C)c1)S(=O)(=O)c1ccc2[nH]cc(C(=O)NCCC(C)C)c(=O)c2c1
40: CCOc1ccc(-n2cc(-c3ccccc3)c3c(N4CCN(c5cccc(C)c5C)CC4)ncnc32)cc1
screen / no.	33	34	35	36	37	38	39	40
FBW7 act	0.1	0.1	0.1	-0.1	0.2	0.3	0.0	0.1
TEAD-YAP inh	3.6	-22.3	5.0	-2.8	3.5	10.8	2.7	4.8
GPR151 activ	0.1	-1.1	-0.4	1.3	-1.2	0.4	0.7	-0.5
MITF primary	1.4	-12.4	5.6	4.6	17.7	13.8	-8.5	-7.5

# Single records, from the list above. Values in the order: FBW7 act	TEAD-YAP inh	GPR151 activ	MITF primary
# Record of COc1ccc(/C(N)=N/OC(=O)c2ccccc2-c2ccccc2)cc1OC : 0.3	10.8	0.4	13.8
# Record of Cc1cnc(C(=O)Nc2ccccc2C(=O)N2CCOCC2)cn1 : 0.1	3.6	0.1	1.4

# The list goes on.
41: O=C(Nc1ccc(Cl)cc1)c1cnn2c(C(F)(F)F)cc(-c3ccco3)nc12
42: O=C(Nn1cnnc1)c1ccccc1I
43: O=S(=O)(c1ccc(N2CCOCC2)nc1)N(Cc1ccccn1)Cc1ccccn1
44: Cc1cc(C)c([N+](=O)[O-])cc1NC(=O)c1n[nH]c(=O)c2ccccc12
45: CSc1ccc(/C=N/NS(=O)(=O)c2ccccc2)cc1
46: CC1=C(C(=O)OCc2ccccc2)C(c2ccccc2C)C(C#N)=C(N)O1 (configuration not stated)
47: Cn1/c(=N/N=C/C=C/c2ccco2)sc2ccccc21
48: CN1CC(C(=O)N2C3CCC2CC(c2ccc(F)cc2)C3)CC1=O (configuration not stated)
screen / no.	41	42	43	44	45	46	47	48
FBW7 act	0.0	0.1	-0.4	-0.1	0.1	0.1	0.0	-0.2
TEAD-YAP inh	-6.2	2.2	-4.8	-7.8	-11.8	-1.7	-53.3	-10.5
GPR151 activ	0.6	0.9	0.4	-0.6	0.0	-1.3	-0.2	0.0
MITF primary	-2.0	12.6	3.4	2.1	-3.8	4.8	4.9	-6.7

49: COc1ccc(OC)c(CN2CCN(C(=O)c3c(OC)cccc3OC)CC2)c1
50: Cc1ccc(OCC(=O)NCc2ccc(F)cc2)c(C)c1
51: COc1ccc(CCNc2nc(NCCCN3CCCC3=O)nc3c2ncn3-c2ccsc2)cc1
52: CCC(=O)Nc1sc(C(=O)Nc2cccc(C)c2C)c(C)c1C#N
53: O=C(NCC1CCCO1)c1ccc(NC(=O)C2CC=CCC2C(=O)O)cc1 (configuration not stated)
54: COc1cc(CN2CCN(Cc3cccc(C)c3)CC2)cc(OC)c1
55: CCN(CC)c1ncnc2sc(C(=O)N3CCN(c4ccccc4OC)CC3)c(C)c12
56: CC1=CC(=O)C(N(C)C2CCS(=O)(=O)C2)=CC1=O (configuration not stated)
screen / no.	49	50	51	52	53	54	55	56
FBW7 act	-0.1	0.1	-0.2	0.5	-0.2	-0.2	0.2	0.2
TEAD-YAP inh	1.0	8.7	6.8	12.1	-6.5	-9.6	3.3	-12.9
GPR151 activ	1.0	-0.3	-2.1	1.7	-1.1	0.8	-0.8	0.6
MITF primary	32.5	3.2	16.4	3.6	-5.8	41.7	26.6	28.6

# The list goes on, overlapping the part above by 4 compounds.
53: O=C(NCC1CCCO1)c1ccc(NC(=O)C2CC=CCC2C(=O)O)cc1 (configuration not stated)
54: COc1cc(CN2CCN(Cc3cccc(C)c3)CC2)cc(OC)c1
55: CCN(CC)c1ncnc2sc(C(=O)N3CCN(c4ccccc4OC)CC3)c(C)c12
56: CC1=CC(=O)C(N(C)C2CCS(=O)(=O)C2)=CC1=O (configuration not stated)
57: CCC1(c2ccccc2)NC(=S)N(c2cccc(C)c2C)N1 (configuration not stated)
58: COc1ccc(C2C=C(c3ccc(C)cc3)NC(=S)N2)cc1 (configuration not stated)
59: CCOC(=O)c1c(NC(=O)c2cccs2)sc2c1CCC(C(C)(C)C)C2 (configuration not stated)
60: COc1cccc(CNCCNC(=O)c2cccs2)c1
61: CN(C)S(=O)(=O)N1CCC(Oc2cccc(C(=O)NCc3cccc(F)c3)c2)CC1
62: NC(=O)CSc1nc(-c2ccccc2)cc(-c2ccccc2)n1
63: COCCCNc1nccn2c(-c3ccsc3)cnc12
64: COc1cc(Nc2ncc(C(=O)NCCN3CCOCC3)s2)cc(OC)c1OC
screen / no.	53	54	55	56	57	58	59	60	61	62	63	64
FBW7 act	-0.2	-0.2	0.2	0.2	0.1	-0.1	-0.1	0.3	0.3	0.1	0.2	-0.1
TEAD-YAP inh	-6.5	-9.6	3.3	-12.9	-0.5	-25.2	-5.9	-0.3	20.6	6.3	-23.1	-2.0
GPR151 activ	-1.1	0.8	-0.8	0.6	-1.4	0.1	0.2	0.7	-1.1	2.4	-0.1	0.7
MITF primary	-5.8	41.7	26.6	28.6	16.1	3.4	-0.1	42.0	5.5	16.0	19.0	-9.0

65: O=C(NCc1ccccc1)c1c(Cl)nsc1Cl
66: CC(C)(C)NC(=O)CN(Cc1ccccc1)C(=O)CCC(=O)Nc1nccs1
67: CC(C)(C)n1cc(NC(=O)C2CC(c3cccc4cc[nH]c34)=NO2)cn1 (configuration not stated)
68: CCOc1ccc(-n2cc(C(=O)NCCCOC)c3cc(OC)c(OC)cc3c2=O)cc1
69: CC(C)[C@H](NC(=O)c1ccc(Cl)c([N+](=O)[O-])c1)C(=O)O
70: Cc1sc2nc(C)n(C3CCN(CCC(N)=O)CC3)c(=O)c2c1C
71: O=C(Cn1c(=O)n(Cc2cccs2)c2ncccc21)N1CCCCC1
72: Cc1ccc(NC(=O)c2cncc(Br)c2)c([N+](=O)[O-])c1
screen / no.	65	66	67	68	69	70	71	72
FBW7 act	0.5	0.3	0.9	-0.1	-0.1	-0.1	-0.1	0.0
TEAD-YAP inh	10.6	-3.6	-6.0	1.5	1.6	3.7	-8.2	-9.9
GPR151 activ	0.6	-0.2	-1.1	-0.6	3.8	0.3	0.0	-0.3
MITF primary	11.3	1.1	2.8	-1.3	-17.5	5.5	10.8	-14.7

73: O=C(Nc1ccc(F)cc1)Nc1ccc(Cc2ccncc2)cc1
74: Cc1cc(N2CCCCC2)nc2ccc(N)cc12
75: N#Cc1c(NC(=O)CCn2cnc3ccccc3c2=O)sc2c1CCC2
76: Cc1ccc(N2NC(=O)/C(=C/c3ccc(O)cc3)C2=O)cc1C
77: N#Cc1c(N)nc(SCC(=O)c2ccc([N+](=O)[O-])cc2)c(C#N)c1-c1ccccc1
78: COc1ccc(CNc2c(-c3ccc(C)cc3)c(=O)c2=O)cc1
79: COc1cc(NS(=O)(=O)c2ccc(NC(=S)NC(C)=O)cc2)nc(OC)n1
80: Cc1ccc(S(=O)(=O)Nc2ccc(S(=O)(=O)N3CC(=O)NC(=O)C3)cc2)cc1
screen / no.	73	74	75	76	77	78	79	80
FBW7 act	1.1	0.3	-0.2	0.0	0.0	-0.1	0.2	-0.2
TEAD-YAP inh	-18.5	-52.4	8.4	6.0	4.7	-4.8	-11.4	2.5
GPR151 activ	-0.7	-1.0	-1.8	-0.9	1.3	-0.1	-2.3	-0.2
MITF primary	14.7	9.1	7.5	-1.7	4.0	2.5	-13.8	1.5

81: CCOCCOC(=O)COc1ccc2c(=O)c(Oc3ccccc3Cl)coc2c1
82: CN(Cc1ccccc1)C(=O)c1cc(-c2ccccc2O)no1
83: COCCCNC(=O)c1ccc(NS(C)(=O)=O)cc1
84: Cc1c(Br)c([N+](=O)[O-])nn1CC(=O)N1CCCCC1C (configuration not stated)
screen / no.	81	82	83	84
FBW7 act	0.0	-0.1	-0.3	0.0
TEAD-YAP inh	4.1	-10.8	15.3	-8.1
GPR151 activ	-0.7	-0.8	-1.2	-0.1
MITF primary	9.1	7.2	12.7	-2.3

# Screens as filed in PubChem BioAssay.
